Bioassay records (PubChem BioAssay)
sPLA2-III inh: human group III sPLA2 inhibitors, primary screen, biochemical, QFRET, BODIPY PC-A2 liposome substrate | AID 743126, 2013 | QFRET BODIPY PC-A2 liposome hydrolysis, fluorescence | Group 3 secretory phospholipase A2 (Homo sapiens), Q9NZ20 | inhibition, % at 12.2 µM | 370,000 tested, 0.56% active;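 active = inhibition above mean plus 3 SD of compounds lying within the high and low control bounds, cut at about 19% in these data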;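 also: 0% = median of test compound wells and 100% = no enzyme DMSO wells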
DDE Tn6 FP inh: inhibitors of Tn6 peptide binding to fibrin DD(E), primary screen, biochemical, fluorescence polarization, human fibrin, Tn6 probe | Fibrinogen beta chain (Homo sapiens), P02675 | Fibrin DD(E) TRITC-Tn6 fluorescence polarization displacement | inhibition, % at 8.3 µM | 370,000 tested, 0.21% active | AID 720509, 2013;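 active = inhibition above a per-campaign cutoff: mean of compounds within control limits plus 3 SD, cut at about 15% in these data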;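 also: 0% = median of all compound wells on the plate and 100% = blocking peptide control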
UHRF1 binding: UHRF1 methylated DNA binding inhibitors, primary screen, counter-screen for MBD2 inhibitor project, biochemical, TR-FRET, human UHRF1, single concentration; UHRF1 binding to methylated oligo; inhibition, % at 4.4 µM; 370,000 tested, 0.75% active; in the data active = inhibition above about 21%;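 also: UHRF1 SRA domain binding a hemimethylated CpG hairpin DNA probe; 0% = median of test compound wells and 100% = reference inhibitor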
Target sequence (Q96T88 whole entry, looked up, the tested form may be a part): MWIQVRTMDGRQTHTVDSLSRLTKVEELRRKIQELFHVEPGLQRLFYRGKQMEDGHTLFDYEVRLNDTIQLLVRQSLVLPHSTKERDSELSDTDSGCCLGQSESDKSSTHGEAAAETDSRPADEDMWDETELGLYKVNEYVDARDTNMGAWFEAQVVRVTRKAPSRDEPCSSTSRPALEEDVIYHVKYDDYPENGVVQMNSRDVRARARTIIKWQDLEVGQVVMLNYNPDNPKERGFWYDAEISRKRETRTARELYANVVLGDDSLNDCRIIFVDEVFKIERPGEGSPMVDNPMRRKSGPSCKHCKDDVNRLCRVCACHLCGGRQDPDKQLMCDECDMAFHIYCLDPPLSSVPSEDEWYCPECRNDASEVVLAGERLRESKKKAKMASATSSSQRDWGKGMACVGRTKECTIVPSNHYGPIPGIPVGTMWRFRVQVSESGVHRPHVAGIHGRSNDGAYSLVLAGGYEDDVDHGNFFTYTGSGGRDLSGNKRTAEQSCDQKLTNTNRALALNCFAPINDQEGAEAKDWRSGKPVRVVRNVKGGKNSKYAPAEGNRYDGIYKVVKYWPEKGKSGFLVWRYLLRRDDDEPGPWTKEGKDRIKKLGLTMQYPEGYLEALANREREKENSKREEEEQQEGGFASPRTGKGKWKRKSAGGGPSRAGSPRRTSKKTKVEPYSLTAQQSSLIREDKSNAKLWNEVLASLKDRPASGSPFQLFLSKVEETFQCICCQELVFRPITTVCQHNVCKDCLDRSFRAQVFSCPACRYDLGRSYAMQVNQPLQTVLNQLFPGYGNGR
NR1D1 modulator: modulators of Rev-erb alpha DNA binding, primary screen, biochemical, FITC-DNA, fluorescence polarization, uHTS; 370,000 tested, 0.79% active; Nuclear receptor subfamily 1 group D member 1 (Homo sapiens), P20393; activity, % at 10 µM; Rev-erbα–FITC-DNA binding, 90 min;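 active = activity above about 14%, limit read from the data; passing the limit was not always enough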;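 also: 0% = DMSO wells with 35 nM protein and 100% = DMSO wells with 750 nM protein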
PLC-beta3 inh: human PLC-beta3 inhibitors, primary screen, biochemical, fluorescence; Purified PLC-beta3, fluorogenic substrate; inhibition, % at 12.2 µM; 370,000 tested, 0.18% active; AID 720704, 2013; in the data active = inhibition above about 11%;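 also: 0% = median of compound wells on plate and 100% = full blocker control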
KLK7 zymogen act: proKLK7 zymogen activators, primary screen, biochemical, fluorescence intensity; 370,000 tested, 0.9% active; activation, % at 7 µM; AID 652039, 2013; Kallikrein-7 (Homo sapiens), P49862; purified proKLK7, EDANS-DABCYL substrate fluorescence; 100% is mature enzyme control, 0% vehicle;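 active = activation above the mean of all tested compounds plus 3 SD, computed per campaign excluding outliers beyond control limits, cut at about 13% in these data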
Tn7 DDE FP: inhibitors of Tn7 peptide binding to fibrin DD(E), primary screen, biochemical, fluorescence polarization, human fibrin, Tn7 probe; FP displacement of FITC-Tn7 peptide from fibrin DD(E); 0% = median of compound wells per plate; inhibition, % at 8.3 µM; 370,000 tested, 0.13% active;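 active = inhibition above the mean of compounds falling within the control limits plus 3 SD of them, cut at about 14% in these data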;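 also: 0% = plate median of compound wells and 100% = 10 µM Aha-Tn7 peptide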
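Test system: human clot-derived fibrin DD(E) complex / Quantity: 2 µM final DD(E) protein / Incubation: 10 min plus 3 h, room temperature / Measured by: fluorescence polarization / Benchmarks: high control of 10 µM Aha-Tn7 peptide / Replicates: singlicate testing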
ARFGAP1 inh: inhibitors of rat ARFGAP1 GAP activity, primary screen, biochemical, fluorescence polarization, GDP tracer; Arfgap1-stimulated ARF1 GTP hydrolysis, GDP FP detection; inhibition, % at 16.5 µM; 360,000 tested, 0.26% active;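 active = inhibition above a per-plate limit, mean inhibition of low control wells plus 3 SD, cut at about 25% in these data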;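 also: 0% = DMSO wells with enzyme and 100% = wells lacking Arfgap1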
Target sequence (Q62848 1-136 limits assumed): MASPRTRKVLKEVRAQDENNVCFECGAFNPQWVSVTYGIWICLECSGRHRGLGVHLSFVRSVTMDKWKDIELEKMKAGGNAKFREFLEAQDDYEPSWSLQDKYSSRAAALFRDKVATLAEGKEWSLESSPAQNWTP
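Assay system: purified rat His6-Arfgap1 residues 1-136 (GAP domain); Reagent: human Δ17 ARF1 bound to GTP; Dosing: 16.5 µM single point, 1.26% DMSO; Times: GTP hydrolysis reaction 2 h at 25 °C; Signal: FP, GDP Alexa 633 tracer displaced from anti-GDP antibody, 620/688 nm; Measure: % inhibition from polarization.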
PLC-gamma1 inh: PLC-gamma1 enzyme inhibitors, primary screen, biochemical, fluorescence, purified enzyme; 1-phosphatidylinositol 4,5-bisphosphate phosphodiesterase gamma-1 (Homo sapiens), P19174; fluorogenic substrate; inhibition, % at 12.2 µM; 370,000 tested, 0.84% active; AID 720700, 2013; in the data active = inhibition above about 9.5%
ASAP1 GAP inh: inhibitors of human ASAP1 ArfGAP activity, primary screen, biochemical, fluorescence polarization. 360,000 tested, 0.19% active. AID 624377, 2012. ASAP1-stimulated ARF1 GTP hydrolysis, GDP FP detection. inhibition, % at 16.5 µM. Arf-GAP with SH3 domain, ANK repeat and PH domain-containing protein 1 (Homo sapiens), …; in the data active = inhibition above about 25%;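 also: 0% = vehicle with enzyme and substrate and 100% = no enzyme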
The depositor's hits bear a star; x = no result given. Random draw from the library. Share with any hit: about 4.5%.

SMILES	sPLA2-III inh	DDE Tn6 FP inh	UHRF1 binding	NR1D1 modulator	PLC-beta3 inh	KLK7 zymogen act	Tn7 DDE FP	ARFGAP1 inh	PLC-gamma1 inh	ASAP1 GAP inh
CCCCN(c1ccccc1)S(=O)(=O)c1cccc(C(=O)Nc2c(C)n(C)n(-c3ccccc3)c2=O)c1	5	-3	-2	4	-6	0.7	3	11	-72	-11
O=C(C1CC1)N1N=C(c2ccncc2)CC1(O)C(F)(F)F (configuration not stated)	9	3	1	3	-2	0.0	1	8	-5	-1
COc1ccc(-c2nc3ccc(Br)cn3c2Cc2cccc(Cl)c2)cc1OC	-14	-1	1	15	-24	-2.2	5	5	-12	-15
COCCn1c(N)c(N(Cc2ccccc2)C(=O)c2cc3ccccc3o2)c(=O)[nH]c1=O	2	-4	2	-2	-2	-0.1	3	-7	3	-3
O=C(C1CCN(S(=O)(=O)N2CCOCC2)CC1)N1CCN(c2ccccc2F)CC1	2	6	0	x	-1	0.0	-1	-4	1	3
COC(=O)/C(=C1/Oc2cc(C)oc(=O)c2S1)C(F)(F)F	7	4	2	0	-2	-0.6	6	7	0	-3
COc1cccc(C2N(c3ccc(Cl)c(Cl)c3)C(=O)C3CCCN32)c1OC (configuration not stated)	7	4	4	1	3	0.3	-5	-4	5	-2
CCOC(=O)c1c(C)[nH]c(C(=O)OC(C)C(=O)Nc2ccccc2OC)c1C (configuration not stated)	-4	-9	-2	1	-18	-0.5	10	-9	-5	5
COc1ccc(C(=O)N/N=C(\c2ccccc2)c2ccccn2)cc1	3	4	0	1	3	-0.6	-5	6	5	7
CC(C)N(C)C1=CC(=O)C(N(C)C(C)C)=CC1=O	0	-7	1	-3	-24	-1.0	-1	-10	-14	-6
CC(=O)c1c(C)[nH]c(C(=O)OCC(=O)Nc2ccccc2Cl)c1C	-8	-1	-3	2	1	-0.6	-1	5	1	-6
C/C=C/C=[N+](\[O-])C(C)/C(=N/O)c1ccc(F)cc1 (configuration not stated)	5	-7	5	-1	2	0.4	-6	17	-2	4
CCOC(=O)c1sc(N/N=C/c2ccccc2)nc1C	1	-6	0	2	-96	-0.5	-4	-2	-80	13
Cc1cc(NC(=O)c2ccc(NC(=O)CC(C)C)cc2)no1	-1	0	-3	-2	-1	0.0	-3	-11	-1	-14
COc1cccc(C(=O)NNC(=O)Cc2ccc(Cl)cc2)c1	-1	3	0	6	-3	0.0	6	-2	0	-6
Cc1ccccc1C(=O)c1c[nH]c(C(=O)NCCCn2ccnc2)c1	7	0	1	-7	3	0.5	4	0	1	11
O=c1cc(-c2ccccc2Cl)oc2c(Br)ccc(O)c12	8	0	-3	-1	-26	-0.8	7	12	-23	5
O=C(NNC(=O)c1ccc(F)cc1F)c1ccc(-n2cnnn2)cc1	-1	0	-2	-8	-2	-0.5	2	4	-1	4
COc1ccc(S(=O)(=O)N2CCC(C(=O)Nc3cccc(Cl)c3)CC2)cc1OC	-30	-4	-4	2	3	0.7	6	-10	2	7
O=S(=O)(Nc1nccs1)c1ccc(NS(=O)(=O)c2cccs2)cc1	-13	-6	4	1	1	-0.3	2	5	4	14
COc1cccc(SCc2noc(C(=O)NCCC(C)C)c2C(=O)NCCC(C)C)c1	-10	3	1	-1	-1	-0.3	1	-7	0	0
Cc1ccc(S(=O)(=O)n2cc(C=O)c3ccccc32)cc1	-8	-4	-2	-5	-8	0.5	-3	-9	-2	-4
COc1ccc(Cl)cc1NC(=S)NC(=O)c1ccc2c(c1)OCO2	10	1	-1	-4	-8	-0.3	7	-6	0	3
Cc1c(NS(=O)(=O)c2cc(C(=O)O)ccc2Cl)c(=O)n(-c2ccccc2)n1C	2	-2	5	-7	1	-0.2	-3	5	5	-14
COC(=O)[C@]12C[C@H](CC(=O)NCc3ccc(C)o3)C(=O)N(Cc3ccccc3)C1=C[C@H](COCc1ccccc1)O[C@@H]2C	-2	-4	0	1	-2	0.6	-1	x	-3	x
CNC(=O)CSc1nnc(-c2cnccn2)n1C	0	-6	4	-2	1	0.5	-6	11	-1	-11
COc1ccc(NC(=O)C(c2ccccc2)c2ccccc2)cn1	-14	-4	-2	0	4	0.2	3	-1	6	0
COc1ccc(S(=O)(=O)NCc2cccnc2)cc1NC(=O)c1ccc(C)cc1	-6	2	0	-1	-1	-0.1	0	4	1	-7
Cc1ccc(/C=C/C(=O)OCC(=O)NC(C)c2ccccc2)o1 (configuration not stated)	6	-2	-5	4	-14	0.3	3	-1	-4	6
Cc1cc(Nc2cccc(Cl)c2)nc(N2CCOCC2)n1	1	1	2	3	1	0.4	-3	4	0	6
CCOC(=O)CNC(=O)Cc1ccc(Cl)cc1	0	-2	0	-3	-3	-0.3	0	3	10*	-8
O=C(COC(=O)c1ccc([N+](=O)[O-])o1)Nc1ccc(F)cc1	-3	6	-6	0	-5	0.0	4	-3	3	3
CCOc1ccc(NC(=O)CN2CCN(CC(=O)Nc3ccc(F)cc3)CC2)cc1	-1	0	1	3	-3	0.8	9	2	-2	-6
COC(=O)c1cn(NC(=O)COc2ccc(Cl)cc2)c(=O)c2ccccc12	-7	2	-2	6	-15	0.2	4	9	-4	4
CC(C)(C)NC(=O)Cc1ccc(S(=O)(=O)N2CCCC2)s1	-2	-5	4	-1	-8	0.0	2	8	-6	-3
CCc1cccc(Nc2cnn(C34C[C@@H]5C[C@@H](CC(CC(=O)O)(C5)C3)C4)c(=O)c2Cl)c1	-2	4	-1	-4	0	0.7	0	-11	8	-18
CCc1c(O)nc(SC2CC(=O)N(c3ccccc3)C2=O)[nH]c1=O (configuration not stated)	6	6	-1	0	-3	-0.2	5	3	0	-6
NC(=O)NCc1cccnc1	-2	-2	0	0	0	-0.4	13	-6	2	-4
CC(=O)N1[C@H](Cc2ccccc2)C=C[C@]1(C)C(=O)NCCN1CCOCC1	13	-6	0	4	4	-0.3	-3	0	6	-2
C[C@@H]1CN([C@@H](C)CO)C(=O)c2c(c3ccccc3n2C)-c2ccccc2CO[C@H]1CN(C)S(=O)(=O)c1ccc(C(F)(F)F)cc1	-12	2	0	-1	6	-0.3	1	1	2	5
COc1ccc(CCN2CC(C(=O)NCCc3cn[nH]c3)CCC2=O)cc1 (configuration not stated)	0	-9	-1	-2	-9	0.2	5	3	-2	-10
Cn1c(=O)c2c(-c3ccccc3)n(N3CCOCC3)cc2n(C)c1=O	2	2	-8	3	-4	0.1	9	0	-6	-4
OC(c1cc(C(F)(F)F)nc2c(Cl)cc(Cl)cc12)C1CCCCN1 (configuration not stated)	11	3	-2	6	-5	-0.3	1	-5	3	0
COc1ccc(-c2nc(O)c3cnccn23)cc1	0	6	-2	0	-11	1.4	-2	15	-9	2
Cc1c(Cl)cnc(NC(=O)COC(=O)CCS(=O)(=O)c2ccccc2)c1Cl	0	4	0	-4	-14	-2.3	-6	2	-11	8
Cc1ccc(Cn2ccc(NC(=O)c3c(-c4ccccc4Cl)noc3C)n2)cc1	-28	5	-1	2	3	0.4	1	10	1	2
O=C(CCNS(=O)(=O)c1ccccc1C(F)(F)F)NNC(=O)C1COc2ccccc2O1 (configuration not stated)	-3	-14	-1	3	-5	0.3	-2	-3	7	-5
Cc1ccccc1C(=O)OC1OC(=O)C(Cl)=C1Nc1ccccc1 (configuration not stated)	-16	5	2	2	0	-0.8	-3	6	2	-9

Laid out differently: results already given.
Results follow in this order: sPLA2-III inh, DDE Tn6 FP inh, UHRF1 binding, NR1D1 modulator, PLC-beta3 inh, KLK7 zymogen act, Tn7 DDE FP, ARFGAP1 inh, PLC-gamma1 inh, ASAP1 GAP inh
- O=C(CCNS(=O)(=O)c1ccccc1C(F)(F)F)NNC(=O)C1COc2ccccc2O1 (configuration not stated)
→ -3, -14, -1, 3, -5, 0.3, -2, -3, 7, -5
- OC(c1cc(C(F)(F)F)nc2c(Cl)cc(Cl)cc12)C1CCCCN1 (configuration not stated)
→ 11, 3, -2, 6, -5, -0.3, 1, -5, 3, 0
- COc1ccc(-c2nc(O)c3cnccn23)cc1
→ 0, 6, -2, 0, -11, 1.4, -2, 15, -9, 2

Next part
SMILES	sPLA2-III inh	DDE Tn6 FP inh	UHRF1 binding	NR1D1 modulator	PLC-beta3 inh	KLK7 zymogen act	Tn7 DDE FP	ARFGAP1 inh	PLC-gamma1 inh	ASAP1 GAP inh
CN(Cc1nc2ccccc2c(=O)[nH]1)C(=O)c1cc2c(s1)CCCCC2	9	1	3	-4	-7	-0.3	1	7	-3	-7
O=[N+]([O-])c1ccccc1S(=O)(=O)N1CCN(Cc2ccsc2)CC1	-7	1	-3	2	6	-0.6	0	4	4	8
O=C(O)c1cccc2c1Oc1ccccc1S2(=O)=O	1	-5	5	-1	2	0.2	-3	6	3	-5
O=C(Nc1cccc(F)c1)C1CCN(C(=O)c2ccco2)CC1	-4	7	-2	0	-1	1.2	1	-12	8	-3
COc1ccc(-c2c(NC(=O)c3ccco3)oc3c(C)cccc3c2=O)cc1	-3	0	-1	3	-30	0.7	5	-9	-17	11
O=C(NCC(c1cccs1)N1CCOCC1)C1CCN(S(=O)(=O)c2ccccc2C(F)(F)F)CC1 (configuration not stated)	-4	2	2	-4	-3	0.5	-4	4	1	-2
COc1ccc(/C=N/NC(=O)c2ccoc2C)cc1CN1CCN(c2ccc(F)cc2)CC1	-4	-2	-5	3	-1	0.3	-2	4	4	12
CN(Cc1cnn(C)c1)C(=O)C1CCC(=O)N(Cc2cccc(C(F)(F)F)c2)C1 (configuration not stated)	-2	-2	-1	-1	-3	0.1	-7	7	4	-3
CN(C)CCCC1Sc2ccccc2Sc2ccccc21 (configuration not stated)	-26	-1	2	-3	-5	-0.2	-7	3	3	6
Cc1ccnc(NC(=O)C2CCN(S(=O)(=O)c3cccc4nsnc34)CC2)c1	4	1	0	8	1	-0.1	1	-1	-2	-9
CC(=O)Nc1ccc(S(=O)(=O)NCCC(=O)OCC(=O)c2ccccc2)cc1	1	4	0	-4	0	-0.1	3	-20	-2	3
CCC(=O)Nc1ccc(N2CCCCC2)c(C(=O)Nc2ccccc2C)c1	-2	-5	3	-5	-27	0.1	8	-8	-18	-10
